Assay outcomes from PubChem BioAssay.
G6PDH counter – inhibits Leuconostoc G6PDH, flagging false hits in G6PDH-based assays; Purified L. mesenteroides G6PDH, diaphorase/resazurin coupled fluorescence, 45 min; inhibition, % at 5 µM; hit rate 0.12% among 200,000; in the data active = inhibition above about 50%
FLuc stim CS – firefly luciferase counter-screen for stimulation assays. activation factor at 10 µM. ATPlite luciferase biochemical, luminescence, 10 min; 0 = ATP-free wells, 1 = DMSO control. 200,000 tested, under 10 active;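 active = luciferase activation factor, scaled between plate controls, of at least 2 with compound at 10 µM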
Target sequence (P08659 whole entry, looked up): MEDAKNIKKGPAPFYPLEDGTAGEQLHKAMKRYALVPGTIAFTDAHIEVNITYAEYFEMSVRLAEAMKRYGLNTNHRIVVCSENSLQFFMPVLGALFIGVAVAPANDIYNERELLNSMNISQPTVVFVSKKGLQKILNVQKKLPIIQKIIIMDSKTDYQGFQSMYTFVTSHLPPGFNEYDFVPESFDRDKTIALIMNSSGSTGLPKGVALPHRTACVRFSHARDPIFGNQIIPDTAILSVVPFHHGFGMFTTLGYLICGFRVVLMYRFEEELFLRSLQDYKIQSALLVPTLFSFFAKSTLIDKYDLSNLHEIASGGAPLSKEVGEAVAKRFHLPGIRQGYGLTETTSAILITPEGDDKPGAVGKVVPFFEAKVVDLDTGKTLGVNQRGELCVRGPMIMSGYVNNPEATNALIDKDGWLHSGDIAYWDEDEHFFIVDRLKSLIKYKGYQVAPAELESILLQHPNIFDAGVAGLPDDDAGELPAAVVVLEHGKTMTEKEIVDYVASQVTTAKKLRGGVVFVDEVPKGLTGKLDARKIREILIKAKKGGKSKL
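Assay system: Luciferase/luciferin detection reagent, cell-free biochemical luciferase assay / Read-out: luciferase activation / Benchmarks: No-ATP low control, compound-free enzyme-plus-ATP high control / Medium: PBS buffer for ATP / Detection: luminescence measurement of luciferase light output / Schedule: 10 min at ambient temperature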
DTT redox prof – compounds producing H2O2 with reducing agent – biochemical, NIH compound library profiling, artefact control for MLSCN library redox annotation, primary screen. DTT-dependent redox cycling H2O2, phenol red/HRP absorbance; 100% = 100 µM peroxide control, 0% = buffer. activation, % at 10 µM. hit rate 0.03% among 200,000. AID 878;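 active = activation of at least 50% relative to the plate's high and low controls in the primary single-dose screen; inactive = activation below 50%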;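 also: compound incubated with DTT at 0.8 mM final as the reducing agent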
APP 5UTR inh – APP translation inhibition | SH-SY5Y APP 5'UTR-luciferase reporter, luminescence | inhibition, % at 2 µM | hit rate 0.82% among 190,000 | AID 1285;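 active = inhibition above a set limit, derived from the sample mean plus 3 SD, cut at about 45% in these data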; also: values of inactives mirror those of a sister screen read the other way
Hsp70 activator – Hsp70 transcriptional activation, primary screen. AID 1203. activation, % at 10 µM. hit rate 0.04% among 200,000. HeLa Hsp70 promoter luciferase reporter, luminescence; scaled: vehicle 0, proteasome-inhibitor control 100%;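 active = activation above the mean across all tested compounds plus 3 SD, cutoff set per campaign, cut at about 5.5% in these data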;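 also: 100% = MG132 at 30 µM as the positive control and 0% = DMSO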
FLuc inhib CS – Photinus pyralis luciferase inhibition counter-screen; P08659; ATPLite firefly luciferase biochemical luminescence, 10 min; inhibition, % at 10 µM; hit rate 1.5% among 200,000; AID 1006;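 active = inhibition above about 50% when tested at 10 µM, limit read from the data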
STAT1 activator – increases IFN-gamma driven STAT1 reporter signal. NIH 3T3 STAT1-luciferase reporter, luminescence; 100% = IFN-gamma alone, no compound. activation (% of control), % at 5.5 µM. hit rate 2.6% among 200,000;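 active = activation above the screen-wide mean activation plus 3 SD, cut at about 130% in these data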;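 also: raw ratio to IFN-gamma control signal so 100% means no change and 0% no light; values of inactives mirror those of a sister screen read the other way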
HMGR II inh – E. faecalis class II HMG-CoA reductase inhibition; AID 1066; inhibition, % at 10 µM; hit rate 0.41% among 190,000; purified E. faecalis HMGR, NADPH absorbance 340 nm kinetic;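 active = inhibition above a set limit, the median over all tested compounds plus 3 SD, cut at about 9.5% in these data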;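 also: enzyme runs in reverse so mevalonate oxidation gives rising NADPH absorbance; 0% = complete reaction with DMSO and 100% = background rate lacking mevalonate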
NF-kB expr up – raises NF-kB expression in human neuronal cells | fold change at 12.5 µM | NF-kB reporter expression; hits give high values | hit rate 1.6% among 190,000; in the data active = fold change above about 3.3
APP 5'UTR act – activates APP 5'UTR luciferase reporter | SH-SY5Y APP 5'UTR luciferase reporter, luminescence; zero percent = DMSO vehicle wells | hit rate 1% among 190,000 | activation, % at 2 µM | AID 1276;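 active = activation above a set limit, based on mean plus 3 SD of controls, cut at about 140% in these data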; also: values of inactives mirror those of a sister screen read the other way
* = called active by the depositor; nt = not tested or not shown. This is a random part of the collection; 5.3% or so of the library scored in one or more.

SMILES	G6PDH counter	FLuc stim CS	DTT redox prof	APP 5UTR inh	Hsp70 activator	FLuc inhib CS	STAT1 activator	HMGR II inh	NF-kB expr up	APP 5'UTR act
O=C(NCc1ccc(Cl)cc1)c1noc2c1CCCC2	10	1	-1.4	-31	0.0	0	98	6	1.3	31
Cc1ccc(N=CC2=C(O)CC(c3ccc(Cl)cc3)CC2=O)cc1 (stereo unspecified)	10	1	-0.3	5	-0.1	-2	104	-1	1.1	-5
O=C(Cn1ccc([N+](=O)[O-])n1)NCc1nc2ccccc2[nH]1	3	1.1	-0.5	1	-0.1	-6	106	-2	0.94	-1
Cc1ccc(S(=O)(=O)NCC2(c3ccccc3)CCOCC2)cc1	2	1.1	-0.7	-21	0.3	-6	92	-7	1.2	21
CNS(=O)(=O)c1cccc(C(=O)OCc2csc(-c3ccccc3)n2)c1	-1	1	-0.3	-17	-0.2	1	112	0	1.1	17
Cc1ccc(-n2c(=O)[nH]c3ncccc3c2=O)cc1	16	1	-1.2	-8	0.6	4	102	-4	1.1	8
CCOC(=O)C(NCCc1ccc(F)cc1)(NC(=O)CC)C(F)(F)F (stereo unspecified)	-1	1	-0.1	16	0.2	0	101	-3	0.98	-16
Cn1cc(/C=C/C(=O)N2CCCC(C(=O)c3ccc(C(C)(C)C)cc3)C2)cn1 (stereo unspecified)	8	1	0.0	4	0.3	0	99	-2	1.3	-4
CC(=O)Nc1ccc(NC(=O)C(C)c2cccc(C(=O)c3ccccc3)c2)cc1 (stereo unspecified)	-2	1	-0.2	10	-0.1	-2	100	0	1.3	-10
Nc1oc2ccc(F)cc2c(=O)c1C=O	12	1	-0.1	-6	-0.1	-3	97	-2	1.1	6
O=C(O/N=C1/CCSc2ccccc21)c1ccccc1	5	0.3	1.6	-8	-0.3	75*	105	-4	1.3	8
CCOC(=O)c1nnc(-c2ccccc2)nc1N1CCSCC1	8	0.9	-1.3	5	-0.4	7	94	-1	1	-5
Cc1cc(C)n(-c2ccc(Cl)c(C(=O)Nc3ccc(OC(F)(F)F)cc3)n2)n1	0	1	-0.2	18	-0.1	1	97	-1	1	-17
CCOC(=O)c1cnc2ccc(C(=O)OC)cc2c1Nc1cccc(C(=O)O)c1	-5	1	-1.3	10	0.2	-3	102	-8	1.2	-10
COC(=O)c1c(C)[nH]c(C(=O)N2CCN(c3ccc(OC)cc3)CC2)c1C	9	1.1	-1.1	7	-0.1	-6	104	-6	0.86	-7
Cc1ccc(C)n1-c1sc2c(c1C(=O)O)CCCC2	8	1.1	0.3	3	0.8	-5	98	-2	1.2	-3
CCCNC(=O)N1CCC(C(=O)c2cccc(F)c2)CC1	0	1	1.9	-5	-0.3	2	97	5	1	5
CCN(CC)CCOC(=O)c1ccc(NC(=O)CNC(=O)C2CCCCC2)cc1	9	1.1	0.0	1	-0.1	-7	95	-3	1	-1
CC1CCN(C(=O)c2cc(F)c(F)cc2Cl)CC1	3	1	-0.6	-7	-0.3	-1	96	-2	1.1	7
Cc1ccc(-n2c(C)nnc2SCC(=O)N2CCc3ccccc3C2)cc1	-8	1	0.2	5	-0.2	-5	100	3	0.84	-5
CC(C)CC(=O)N(c1ccc(F)cc1)C1C=CS(=O)(=O)C1 (stereo unspecified)	2	1	2.3	-2	-0.2	-4	106	1	1	2
S=c1[nH]ncn1/N=C/c1ccccc1	1	1	-0.5	-16	0.0	-3	108	-5	1	16
CCC(=O)N1CCc2cc(Br)cc(S(=O)(=O)CCC(=O)NCCc3ccccc3)c21	19	1	0.1	0	-0.1	1	102	-5	1.1	0
Cc1cc(NC(=O)CSc2ccc3nnc(-c4ccc(Cl)cc4)n3n2)no1	-1	1.1	1.1	10	-0.4	-9	100	0	0.81	-10
CCOc1ccc(NC(=S)N2CCN(C/C=C/c3ccccc3)CC2)cc1	4	1	0.3	-8	0.2	-2	104	-11	0.83	7
CCOc1ccc(-c2nc(-c3cccs3)c(CC(=O)O)s2)cc1OC	2	0.3	-0.8	8	-0.1	68*	112	0	1.7	-7
O=C(CSc1nc2ccccc2s1)CSc1nc2ccccc2s1	5	1.1	0.5	-16	-0.2	-9	100	-5	1.1	16
Cc1ccc(C2=NN(CC(=O)NCc3ccco3)C(=O)CC2)cc1	-8	1	0.3	18	-0.3	-1	106	-1	1.1	-18
CC1CCc2sc(C(=O)OCC(=O)NCc3ccc(F)cc3)cc2C1 (stereo unspecified)	-11	1	1.0	0	-0.2	-3	99	-4	0.97	0
CC(C)(C)c1ccc(-c2nc(NCc3cccnc3)c3ccccc3n2)cc1	6	0.5	0.8	-31	0.3	50	113	-9	0.98	31
CC1(C)CC(=O)C(C=NCCCN2CCCC2=O)=C(O)C1	1	1.1	0.1	1	-0.1	-5	91	0	1.3	-1
CN(C)c1ccc(/C=C(/NC(=O)c2ccccc2)C(=O)N/N=C/c2ccc([N+](=O)[O-])c(O)c2)cc1	-15	1	-2.6	-6	-0.2	0	95	1	0.84	6
O=C(O)C1C2C=CC(O2)C1C(=O)Nc1ccc(S(=O)(=O)N2CCc3ccccc32)cc1 (stereo unspecified)	-2	1.1	0.4	15	-0.5	-5	102	0	1.1	-15
Cc1cc(C)n(C(=O)c2cc3sccc3[nH]2)n1	4	1	-0.3	4	-0.2	-4	114	-1	1.5	-4
Cc1cccc(CN2CCC(CNC(=O)C3CCCN(S(=O)(=O)c4cnc[nH]4)C3)CC2)c1 (stereo unspecified)	-17	1.1	-0.2	12	-0.4	-8	94	1	1.3	-12
Cc1sc(NC(=O)CSc2nnc(C(C)C)n2C)c(C#N)c1C	0	1	1.0	5	0.1	-4	93	-6	1.2	-5

Sorted by value in NF-kB expr up (rising): 3 of the compounds above
SMILES | DTT redox prof | APP 5UTR inh | Hsp70 activator | STAT1 activator | HMGR II inh | NF-kB expr up | APP 5'UTR act
O=C(CSc1nc2ccccc2s1)CSc1nc2ccccc2s1 | 0.5 | -16 | -0.2 | 100 | -5 | 1.1 | 16
CC1(C)CC(=O)C(C=NCCCN2CCCC2=O)=C(O)C1 | 0.1 | 1 | -0.1 | 91 | 0 | 1.3 | -1
CCOc1ccc(-c2nc(-c3cccs3)c(CC(=O)O)s2)cc1OC | -0.8 | 8 | -0.1 | 112 | 0 | 1.7 | -7

(further entries)
SMILES	G6PDH counter	FLuc stim CS	DTT redox prof	APP 5UTR inh	Hsp70 activator	FLuc inhib CS	STAT1 activator	HMGR II inh	NF-kB expr up	APP 5'UTR act
COc1cc(NC(=O)c2ccc([N+](=O)[O-])cc2)c(OC)cc1NC(=O)CC(C)C	11	1	-1.0	9	-0.1	-1	93	-5	0.9	-9
CCC(NC(=O)N(Cc1ccccc1)Cc1ccc2c(c1)OCO2)(C(F)(F)F)C(F)(F)F	-2	1.1	1.8	3	0.1	-9	102	1	1.4	-3
COC(=O)c1ccccc1NC(=O)CN1C(=O)c2ccccc2S1(=O)=O	6	1	2.6	12	-0.1	2	104	-1	1.2	-12
O=C(CSc1nnc(-c2ccco2)n1-c1ccccc1)N1CCN(C(=O)c2ccco2)CC1	4	1.1	3.3	13	-0.2	-6	83	-6	0.82	-13
O=c1[nH][nH]c2nc(C(F)(F)F)cc(C(F)(F)F)c12	2	1	0.3	5	-0.2	-3	99	-1	1.1	-5
O=C(Cc1ccccc1)Nc1ccc(SC(F)F)cc1	0	0.8	0.2	-92	0.1	19	123	-2	1.9	92
O=C(CSc1ccc(Cl)cc1)NN=C1CCCCCC1	3	1	-0.6	-6	-0.1	-5	104	-2	nt	6
Oc1c(Cl)cc(Cl)c(Cl)c1Cc1c(O)c(Cl)cc(Cl)c1Cl	10	1.1	-0.3	2	-0.4	-7	73	-3	0.51	-2
COc1ccc(CCNC(=S)NCc2cccs2)cc1OC	2	1	0.8	-2	0.1	-2	95	1	0.89	2
COc1ccccc1NC(=S)c1ccccc1	-9	1	-0.1	nt	-0.3	0	108	1	1.1	nt
Cn1c(=O)c2c(nc(NCc3ccc4c(c3)OCO4)n2Cc2ccccc2Cl)n(C)c1=O	-25	1.1	1.9	-16	-0.2	-6	104	-1	0.83	16
Cc1ccc([N+](=O)[O-])cc1S(=O)(=O)N1CCCCC1C(=O)O (stereo unspecified)	7	1	-2.1	-3	0.1	-4	105	0	0.96	3
CCc1cc(=O)oc2cc(OCC(N)=O)c(Cl)cc12	1	1.1	0.2	-6	-0.4	-5	104	-3	1	6
CN1CCN(C(=O)/C(=C\c2ccc3c(c2)OCO3)NC(=O)c2cccs2)CC1	1	1	-0.8	-13	-0.1	-3	99	-5	1.2	13
Cc1ccc(-c2nnn(CC(=O)N(Cc3ccccc3F)C(C(=O)NC3CCCC3)c3ccncc3)n2)o1 (stereo unspecified)	-7	1	3.6	18	-0.3	-2	104	3	1.1	-19
O=C(Nc1ccc(Cl)cc1)c1cc(S(=O)(=O)N2CCOCC2)cs1	-2	1.1	0.0	-8	-0.2	-5	96	-3	0.61	8
COC(=O)c1cccc(NC(=O)C(C)N2C(=O)c3ccccc3C2=O)c1 (stereo unspecified)	6	1	-0.4	2	0.2	-3	96	-3	1	-2
CC(C)(C)NC(=O)NC(=O)COc1ccccn1	4	1.1	3.1	-11	-0.4	-8	94	1	1	11
CCCCCn1c(N2CCC(Cc3ccccc3)CC2)nc2c1c(=O)[nH]c(=O)n2C	nt	nt	-1.0	12	-0.4	nt	112	nt	nt	-12
COc1ccc([N+](=O)[O-])cc1NC(=O)CCc1ccccc1	7	1	1.4	-11	-0.5	0	109	-2	1.3	11
N/C(=N\OC(=O)Cc1ccccc1)c1cccnc1	4	1	-2.9	-5	0.1	2	104	0	1.6	5
O=S(=O)(NCC1CCCO1)c1cc(Cl)ccc1Cl (stereo unspecified)	0	1	0.2	-24	-0.2	-3	101	-2	1.1	24
CN(C)c1cccc(C(=O)OC(C(=O)Nc2ccc([N+](=O)[O-])cc2Br)c2ccccc2)c1 (stereo unspecified)	-10	1.1	0.2	14	-0.4	-6	100	-1	1.2	-14
Cc1cc(C)cc(NC(=O)c2snc3c(=O)[nH]cnc23)c1	3	1.1	-0.1	17	-0.5	-5	96	4	1.5	-17
O=C(c1cc(-c2cccs2)nc2ccccc12)N1CCN(c2ccccc2)CC1	2	0.9	-2.1	-12	-0.1	11	96	-6	0.87	12
Cc1cc(NCc2ccccc2Cl)n2nnnc2n1	25	1	-2.0	2	0.1	3	104	5	0.81	-2
CC(C)CNC(=O)c1ccc(NC(=O)c2cccs2)cc1	7	0.9	nt	-9	-0.2	6	111	4	1.4	9
COc1ccc(C2C(C#N)=C(C)NC3=C2C(=O)c2ccccc23)cc1 (stereo unspecified)	3	1.1	-1.8	5	-0.3	-6	95	-1	0.85	-5
COc1ccc(C(=O)NCc2oc(-c3ccccc3)cc2C(=O)O)cc1	10	1	-0.8	-6	-0.5	-1	98	-2	1.1	6
COC(=O)c1ccc(CNC(=O)CSc2nnc(COc3ccccc3)n2C)o1	-7	1.1	0.6	-40	-0.2	-6	97	0	1	nt
O=C(Nc1ccc(Sc2ccc(Br)cc2)cc1)c1ccco1	9	1	1.1	-13	-0.4	-3	94	-3	0.83	13
